SUMO HTRF inh – SUMOylation inhibition; inhibition, % at 35 µM; 0.36% of 290,000 active; HTRF SUMOylation assay, SAE1/SAE2 + UBC9, in vitro; in the data active = inhibition above about 50%, passing the limit was not always enough; also: strong numbers were not always called active
M18AAP inhibitor – PfM18AAP enzyme inhibition | recombinant PfM18AAP, H-Glu-NHMec fluorogenic cleavage | inhibition, % at 7.35 µM | AID 1822 | 1.2% of 290,000 active;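 active = inhibition above the campaign mean inhibition over all tested compounds plus 3 SD, cut at about 28% in these data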;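 also: 0% = plate median of test compound wells and 100% = 2 mM ZnCl2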
IMP-1 inh – inhibitors of Pseudomonas aeruginosa IMP-1 metallo-beta-lactamase. purified IMP-1, nitrocefin hydrolysis, epi-absorbance fluorescence. inhibition, % at 5.6 µM. AID 1556. 0.45% of 290,000 active;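 active = inhibition above the mean plus 3 SD of all compounds in the same screening run, cut at about 4.5% in these data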;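 also: 0% = IMP-1 with DMSO and 100% = DMSO wells lacking enzyme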
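System: purified IMP-1 / Input: IMP-1 dispensed at 0.2 nM / Medium: 50 mM HEPES pH 7.1, 50 µM ZnSO4, 0.05% Brij 35 / Timing: 15 min enzyme–compound preincubation, then 25 min nitrocefin reaction, 25 °C / Technique: plate fluorescence quenching by hydrolysis product, ex 480/em 530 nm / Repeats: singlicate testing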
IDE inh – cellular human IDE inhibition | AID 434962 | inhibition, % at 5.59 µM | HEK cells, FAbetaB cleavage, fluorescence polarization | P14735 | 0.41% of 320,000 active;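 active = percent inhibition above the average of all tested compounds plus 3 SD, set per screening campaign, cut at about 16% in these data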;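 also: IDE supplied by intact live HEK cells; FP after avidin binding of uncleaved biotin substrate so inhibition keeps polarization high; 0% = DMSO wells and 100% = 60 µM reference IDE inhibitor Ii1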
DNA FID counter – fluorescent intercalator displacement, NS3 helicase counter-screen; DNA fluorescent intercalator displacement, fluorescence; inhibition, % at 7.9 µM; 0.17% of 290,000 active; in the data active = inhibition above about 37%;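 also: 0% = vehicle and 100% = reference compound; higher means more ethidium bromide displaced from hairpin DNA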
VIM-2 inh – blocks Pseudomonas aeruginosa VIM-2 metallo-beta-lactamase | 0.89% of 290,000 active | inhibition, % at 5.6 µM | purified VIM-2, nitrocefin hydrolysis, epi-absorbance fluorescence;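 active = inhibition above the mean of all tested compounds plus 3 SD, cutoff set per screening run, cut at about 7.5% in these data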;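 also: red hydrolysis product quenches plate fluorescence so inhibitors raise well fluorescence; 0% = enzyme with DMSO and 100% = DMSO without enzyme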
p-CIP stab down – p/CIP protein destabilization | decrease of EGFP signal, % at 10 µM | AID 1984 | F442A p/CIP-EGFP cells, EGFP fluorescence, 16 h | 0.01% of 290,000 active | Q05BA5;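 active = EGFP signal decrease of at least 30% at 10 µM or well 3 SD below plate mean, unless failing retest; inactive = the rest, including hits failing retest or dose response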; also: some compounds called inactive have numbers as strong as hits; many of its hits are not listed in these tables
Target sequence (Q05BA5 1-1403): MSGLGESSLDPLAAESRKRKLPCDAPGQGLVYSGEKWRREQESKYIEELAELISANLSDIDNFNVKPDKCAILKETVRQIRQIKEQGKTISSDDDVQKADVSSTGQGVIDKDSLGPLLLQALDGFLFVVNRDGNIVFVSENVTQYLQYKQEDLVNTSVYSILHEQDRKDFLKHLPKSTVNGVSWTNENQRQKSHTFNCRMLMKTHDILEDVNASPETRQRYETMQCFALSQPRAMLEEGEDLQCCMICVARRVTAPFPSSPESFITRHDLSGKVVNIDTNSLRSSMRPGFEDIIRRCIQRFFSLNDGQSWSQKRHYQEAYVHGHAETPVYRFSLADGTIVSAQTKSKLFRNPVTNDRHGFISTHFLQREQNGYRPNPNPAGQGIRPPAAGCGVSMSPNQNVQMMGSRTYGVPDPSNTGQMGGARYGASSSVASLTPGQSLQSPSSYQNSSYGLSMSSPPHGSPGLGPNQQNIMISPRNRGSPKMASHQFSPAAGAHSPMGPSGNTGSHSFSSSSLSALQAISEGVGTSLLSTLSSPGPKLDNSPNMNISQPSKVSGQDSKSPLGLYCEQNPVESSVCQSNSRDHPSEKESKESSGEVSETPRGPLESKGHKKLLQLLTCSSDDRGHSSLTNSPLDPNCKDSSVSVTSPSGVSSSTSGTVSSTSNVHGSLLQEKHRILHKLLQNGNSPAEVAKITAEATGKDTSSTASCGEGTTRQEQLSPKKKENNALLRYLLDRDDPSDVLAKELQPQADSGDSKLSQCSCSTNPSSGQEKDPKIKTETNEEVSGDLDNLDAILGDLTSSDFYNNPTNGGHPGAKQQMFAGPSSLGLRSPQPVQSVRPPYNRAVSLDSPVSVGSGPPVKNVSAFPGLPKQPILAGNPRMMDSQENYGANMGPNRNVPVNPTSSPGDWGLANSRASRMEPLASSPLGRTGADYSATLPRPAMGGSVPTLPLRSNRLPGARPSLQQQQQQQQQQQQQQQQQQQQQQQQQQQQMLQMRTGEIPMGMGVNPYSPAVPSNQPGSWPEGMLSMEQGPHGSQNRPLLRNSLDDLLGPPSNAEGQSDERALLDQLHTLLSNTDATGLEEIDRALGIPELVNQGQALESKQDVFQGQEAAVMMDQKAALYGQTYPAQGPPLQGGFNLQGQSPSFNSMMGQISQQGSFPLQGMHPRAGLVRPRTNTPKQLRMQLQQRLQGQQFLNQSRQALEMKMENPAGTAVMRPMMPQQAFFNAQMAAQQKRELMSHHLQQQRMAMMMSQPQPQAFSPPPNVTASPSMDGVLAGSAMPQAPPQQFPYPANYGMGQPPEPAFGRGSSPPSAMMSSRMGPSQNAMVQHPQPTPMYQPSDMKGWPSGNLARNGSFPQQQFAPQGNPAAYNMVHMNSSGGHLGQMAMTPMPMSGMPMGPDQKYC
HCV NS3 hel inh – inhibitors of Hepatitis C virus NS3 helicase | NS3 helicase DNA unwinding, Cy5 molecular beacon fluorescence | inhibition, % at 10.9 µM | 0.56% of 290,000 active | AID 1800;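 active = inhibition above the mean of all tested compounds plus 3 SD, set per campaign, cut at about 35% in these data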;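 also: 0% = DMSO wells and 100% = thioflavine S control wells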
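Test system: hepatitis C virus NS3 helicase domain fragment enzyme. Also added: annealed dual-labelled DNA beacon duplex, ATP-started. Timing: 60 min unwinding reaction at 25 °C after ATP addition. Technique: Cy5 fluorescence. Measure: % inhibition of unwinding.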
IDE act – IDE (human) activation, cell-based; P14735; HEK cells, FAbeta-B cleavage, fluorescence polarization; 0% vehicle, 100% cell-free pure enzyme wells; activation, % at 5.96 µM; 0.073% of 340,000 active;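 active = activation above the mean of all tested compounds plus 3 SD, set per screening campaign, cut at about 17% in these data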
Starred values were filed as active, the others as inactive; . = not tested or not shown.

SMILES | SUMO HTRF inh | M18AAP inhibitor | IMP-1 inh | IDE inh | DNA FID counter | VIM-2 inh | p-CIP stab down | HCV NS3 hel inh | IDE act
O=C(NC1CCCC1)C1CCCN(C(=O)Nc2ccccc2)C1 (stereo unspecified) | 7 | 2 | -2.8 | 0 | -10 | -2.0 | -10 | 4 | 4
COc1ccccc1-c1nc(C(N)=O)c2[nH]c(=O)n(-c3cccc(C)c3)c2n1 | 13 | 3 | -0.6 | 3 | -26 | -1.8 | -6 | 0 | 4
CSCCC(N=C(NS(=O)(=O)c1ccc(C)cc1)c1ccccc1)C(=O)O (stereo unspecified) | 15 | -5 | -2.8 | 3 | -25 | -0.8 | -5 | 1 | 6
COc1ccc(C2CC(c3ccc(Cl)cc3)=NN2C(C)=O)cc1 (stereo unspecified) | 15 | 0 | -1.2 | -5 | -30 | 1.2 | -6 | -9 | -2
CCC(C)NS(=O)(=O)c1ccc(OCC(=O)N2CCC(C)CC2)cc1 (stereo unspecified) | 0 | -2 | -2.0 | 1 | -28 | -1.0 | -3 | 7 | 1
CC(C)C[C@H](NC(=O)c1nc[nH]c1C(=O)NCC(=O)OCc1ccccc1)C(=O)OCc1ccccc1 | -40 | -4 | -4.7 | -2 | -40 | -3.4 | -2 | -13 | 6
CCCCS(=O)(=O)N1CN(S(=O)(=O)CCCC)C2NC(=O)NC21 (stereo unspecified) | 18 | 1 | -1.7 | 0 | -2 | -2.1 | 6 | -3 | 1
CCOc1ccc(CN2CCNC(=O)C2CC(=O)N(C)Cc2nonc2C)cc1 (stereo unspecified) | -5 | 1 | -5.0 | 6 | -10 | -4.5 | 2 | 5 | -1
Cc1c(NC(=O)CSc2ccc(Cl)cc2)cccc1-c1nc2cc(Cl)ccc2o1 | 11 | 0 | -1.4 | -1 | -1 | -2.7 | -2 | -7 | 9
CCOC(=O)C1CCN(C(=O)c2cc(S(=O)(=O)N3CCOCC3)c(Cl)cc2Cl)CC1 | 7 | 2 | -3.2 | 0 | -31 | -3.3 | 8 | -2 | -2
COc1ccccc1NS(=O)(=O)c1cc(NC(=S)Nc2cc(C)cc(C)c2)ccc1Cl | -2 | -2 | -2.2 | 7 | 0 | -3.3 | 0 | 13 | 3
CC1Cc2ccccc2N1C(=O)CSc1nnnn1C(C)C (stereo unspecified) | 16 | 2 | -1.3 | -3 | 0 | -1.7 | 1 | -4 | -1
CN(CC(=O)Nc1ccc(F)cc1)C(=O)COc1ncnc2ccccc12 | 6 | 4 | -2.3 | -3 | 0 | -1.0 | -21 | 1 | 5
CCn1c(CCNC(=O)c2cccs2)n[nH]c1=S | 4 | 17 | -2.2 | 9 | 2 | -0.4 | -6 | -2 | -3
CC1CN(C(=O)CCC(=O)NC2CCCCC2)c2ccccc2S1 (stereo unspecified) | 4 | -4 | -2.3 | 0 | -32 | -1.1 | -13 | 18 | 0
O=C(CSc1nnnn1-c1ccccc1)Nc1nsc(-c2ccc(Cl)cc2)n1 | 38 | -2 | -4.1 | 1 | -1 | -1.3 | -5 | 2 | 2
COc1ccc(OC)c(NC(=O)CCN2CCCC(C)C2)c1 (stereo unspecified) | 1 | 9 | -2.0 | -1 | 0 | -2.6 | -7 | 3 | 5
Cc1ccc(NC(=S)NC(=O)c2ccc(F)cc2)cc1S(=O)(=O)Nc1ccccc1Cl | -1 | -6 | -2.2 | 8 | -14 | -2.8 | 1 | 5 | 1
CCn1cc(C(=O)OCC(=O)c2ccc(Cl)cc2)c(=O)c2ccc(C)nc21 | 16 | -3 | -1.8 | -3 | -9 | -1.4 | -4 | 8 | -4
N=c1oc2ccccc2cc1-c1nc(-c2ccc(Cl)cc2)cs1 | 10 | -2 | -0.2 | -2 | -8 | -0.6 | -5 | 13 | 3
CCOc1ccccc1N(C)C(=O)c1ccc2c(=O)n3c(nc2c1)CCCCC3 | . | -5 | -2.3 | 6 | -47 | -2.9 | -8 | 1 | 2
CC(=O)Nc1ccc(S(=O)(=O)N2CCN(CCC#N)CC2)cc1 | 13 | 4 | -0.9 | 2 | 7 | -2.3 | -3 | -3 | 3
Cc1cccc(CCNC(=O)CCS(=O)(=O)c2cc3c(cc2C)NC(=O)CO3)c1 | 4 | -5 | -2.9 | 1 | -23 | -2.9 | -7 | -5 | -6
CC(C)c1cc(Nc2cccc(O)c2)cc(C(C)C)c1O | 3 | 8 | -1.6 | -8 | -6 | 0.7 | -2 | 15 | .
Clc1ccc(C2=Nn3c(nnc3-c3n[nH]c4c3CCC4)SC2)cc1Cl | 4 | 4 | -3.7 | 0 | -27 | 3.2 | 5 | -17 | -3
O=C(CSc1ccc(-c2ccc(F)cc2)nn1)NCCc1ccccc1 | -8 | -12 | -1.9 | 2 | -2 | -2.6 | 15 | 5 | 4
Nn1c(SCC(=O)NC2CCCc3ccccc32)nnc1-c1ccc(Cl)cc1Cl (stereo unspecified) | 2 | 5 | -1.8 | . | -24 | -3.5 | 1 | 6 | .
O=C(CSc1nnc(-c2ccccc2F)o1)NC1CCCCC1 | 13 | -12 | 1.5 | -6 | -18 | 1.8 | -17 | 5 | -3
COc1ccccc1/C=C/CN1CCC(n2nccc2NC(=O)C2CC2)CC1 | 15 | 5 | -4.8 | 1 | 11 | -2.1 | 1 | -8 | 0
O=C(Oc1ccccc1Cl)c1ccc(-n2cncn2)nc1 | -19 | 5 | -0.1 | 6 | 0 | -3.0 | -15 | -3 | 0
O=C(O)Cn1nc(-c2ccccc2)oc1=O | 7 | 2 | -1.2 | -1 | 0 | -3.5 | 3 | 4 | 1
COc1ccc(/C=C\C(=O)CC(O)(c2ccccc2)C(F)(F)F)cc1 (stereo unspecified) | -5 | -8 | -1.9 | 1 | -13 | -2.2 | -3 | -5 | 3
CC1CN(c2nc3c(c(=O)[nH]c(=O)n3C)n2Cc2ccccc2F)CC(C)O1 (stereo unspecified) | 17 | -2 | -3.4 | 4 | -5 | -3.0 | -12 | 9 | 7
Cc1ccc(NS(=O)(=O)c2ccc(CCC(=O)NCCO)cc2)cc1 | 1 | 16 | -1.5 | -1 | -3 | -1.8 | 5 | -6 | 1
Cc1ccc(C)c(NC(=O)CSc2sc3c(O)cc(=O)[nH]c3c2C#N)c1 | 16 | 27 | 3.5 | -2 | 7 | -0.5 | -11 | 7 | 2
COc1cccc(NC(=S)N2CCn3c(nc4ccccc43)C2)c1 | 16 | 3 | -2.6 | -4 | -11 | -6.6 | -3 | 1 | -1
O=C(NCC(=O)N(c1ccccc1F)C(C(=O)NCC1CCCO1)c1ccccc1)c1ccco1 (stereo unspecified) | 3 | 1 | -1.9 | 4 | -22 | -3.5 | -10 | 4 | 2
Cc1ccc(-c2nc(C#N)c(NCc3cccc4c3OCO4)o2)cc1 | 0 | 6 | -4.3 | 3 | -9 | -2.0 | -11 | 0 | 5
O=C(N/N=C/c1ccncc1)c1ccc(OCc2ccccc2)cc1 | 10 | -15 | -3.8 | 8 | -22 | -0.3 | 8 | -4 | 3
COc1ccc(C(=O)c2c[nH]c3ccccc23)cc1 | 15 | 8 | -5.3 | 4 | -2 | -2.7 | -13 | -2 | 2
COc1ccccc1C(CC(=O)N1CCCC1)c1ccc2c(c1)OCO2 (stereo unspecified) | 8 | 2 | -2.6 | 3 | -28 | -2.7 | 5 | 3 | -3
Nc1cc(N)cc(C(=O)OCC(=O)Nc2cc(S(=O)(=O)N3CCCCC3)ccc2Cl)c1 | 6 | 4 | -4.6 | 3 | -5 | -3.3 | -4 | 31 | 4
COCCCNC(=O)CSc1ccc(Cl)cc1 | 0 | -2 | -2.6 | -2 | 1 | -3.9 | -5 | 1 | 3
CC(=O)c1cc(OC(=O)N2CCOCC2)ccc1OC(=O)N1CCOCC1 | 24 | -5 | -3.5 | 7 | -6 | 0.6 | -10 | 3 | 9
O=C(NC(=S)Nc1ccc(F)c(Cl)c1)C1CC1 | 7 | 10 | -1.5 | 0 | -1 | -1.0 | -15 | -2 | 6
Cc1ccc(Cn2nnnc2CN2CCC(NC(=O)C(C)(C)C)CC2)cc1 | 64 | 0 | 1.0 | 0 | -9 | -3.8 | -2 | 2 | 11
CCCCN1C(=O)C(O)(c2ccccc2)c2cc(Br)ccc21 (stereo unspecified) | -10 | 8 | -1.3 | 7 | -28 | -2.4 | 2 | 1 | 2
COc1ccccc1NC(=O)C1=C(C)Nc2nc(-c3cccs3)nn2C1c1cccnc1 (stereo unspecified) | -6 | 8 | 2.8 | -2 | -12 | -5.9 | 8 | 3 | 4

Arranged by SMILES length (low to high): some entries from above
SMILES | SUMO HTRF inh | M18AAP inhibitor | IMP-1 inh | IDE inh | DNA FID counter | VIM-2 inh | p-CIP stab down | HCV NS3 hel inh | IDE act
Cc1ccc(-c2nc(C#N)c(NCc3cccc4c3OCO4)o2)cc1 | 0 | 6 | -4.3 | 3 | -9 | -2.0 | -11 | 0 | 5
COc1ccccc1NC(=O)C1=C(C)Nc2nc(-c3cccs3)nn2C1c1cccnc1 (stereo unspecified) | -6 | 8 | 2.8 | -2 | -12 | -5.9 | 8 | 3 | 4
O=C(NCC(=O)N(c1ccccc1F)C(C(=O)NCC1CCCO1)c1ccccc1)c1ccco1 (stereo unspecified) | 3 | 1 | -1.9 | 4 | -22 | -3.5 | -10 | 4 | 2

Additional compounds
SMILES | SUMO HTRF inh | M18AAP inhibitor | IMP-1 inh | IDE inh | DNA FID counter | VIM-2 inh | p-CIP stab down | HCV NS3 hel inh | IDE act
CC1=C(C(N)=O)C(c2ccccc2[N+](=O)[O-])n2ncnc2N1 (stereo unspecified) | 23 | 26 | -1.7 | -1 | -4 | -1.5 | -4 | 5 | 2
COc1cccc(-c2cc(C(F)(F)F)c(C#N)c(=O)[nH]2)c1 | 29 | 1 | -2.6 | 5 | -20 | 3.3 | -3 | 20 | -3
CCCC(=O)OCC(=O)Nc1ccc(OC(F)F)cc1 | 7 | -9 | -1.7 | -7 | -3 | -1.0 | -6 | 3 | 6
COCCOc1ccc(C(F)(F)F)cc1NC(=O)COC(=O)c1c(C)noc1C | -16 | 2 | -2.6 | 1 | -15 | -4.0 | -1 | -7 | 1
CC1C/C(=N/N=C2/NC(=O)CS2)CC(C)(C)C1 (stereo unspecified) | 20 | 8 | -3.8 | 0 | -4 | -2.4 | -16 | 4 | 0
Cc1cccc(N2CCN(Cc3oc(CO)cc(=O)c3O)CC2)c1C | 3 | -3 | -2.0 | -6 | -5 | -1.1 | -5 | -1 | -3
COC(=O)c1[nH]c2ccccc2c1Sc1ccccc1 | -8 | 3 | -4.1 | . | -7 | -3.0 | -16 | -19 | 0
CCOc1cc(/C=C/C(=O)c2ccc3c(c2)OCCO3)ccc1OCC(=O)N(C)C | 8 | 3 | -2.3 | 4 | -41 | -0.8 | -2 | -12 | 0
COC(=O)c1sc(C(F)(F)F)c(-c2ccccc2)c1S(=O)(=O)NC(C)(C)C | -10 | 2 | -0.6 | 2 | -34 | -0.8 | 9 | 2 | 5
CN1C(=S)SC(/[N+]([O-])=C/c2ccc(Cl)cc2)C1(C)C (stereo unspecified) | 2 | 23 | -1.8 | 1 | -6 | 1.1 | -2 | 11 | -5
